Screening results (PubChem BioAssay)
NPY-Y1 antag = NPY-Y1 (human) receptor antagonism; 200,000 tested, 1% active; HEK293-CNG Y1 cells, membrane potential fluorescence; NPY at EC95, then isoproterenol; AID 1040; inhibition, % at 3.6 µM;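 active means inhibition above the campaign mean inhibition of all tested compounds plus 3 SD, cut at about 20% in these data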;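 further: 0% = DMSO wells given NPY plus isoproterenol and 100% = isoproterenol alone without NPY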
Target sequence (P25929 whole entry, looked up): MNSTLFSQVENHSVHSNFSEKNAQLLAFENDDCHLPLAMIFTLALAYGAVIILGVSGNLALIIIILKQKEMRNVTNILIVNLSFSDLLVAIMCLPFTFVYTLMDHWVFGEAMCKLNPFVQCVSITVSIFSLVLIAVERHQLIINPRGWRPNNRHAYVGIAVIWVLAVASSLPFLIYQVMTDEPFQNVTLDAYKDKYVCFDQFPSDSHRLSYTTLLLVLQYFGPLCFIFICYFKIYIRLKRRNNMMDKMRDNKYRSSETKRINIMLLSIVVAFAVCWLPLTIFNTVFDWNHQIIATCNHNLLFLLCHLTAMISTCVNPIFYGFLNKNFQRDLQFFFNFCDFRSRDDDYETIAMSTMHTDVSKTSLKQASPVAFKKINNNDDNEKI
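Test system: HEK293 cells co-expressing NPY Y1 receptor and cyclic-nucleotide gated channel; Also added: NPY (25 nM), isoproterenol (1 µM), Ro 20-1724 (25 µM); Compound dosing: one concentration, 3.6 µM, in 0.4% DMSO; Timing: dye 3 h, compound 60 min room temperature, stimulation 45 min; Technique: Membrane-potential fluorescent dye readout.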
S1P4 agonist = agonists of human S1P4 receptor | S1P4-expressing cell line, agonist reporter assay | activation, % at 4.98 µM | 220,000 tested, 0.35% active | AID 1509; in the data active means activation above about 11%;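 further: 0% = DMSO vehicle and 100% = reference agonist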
RBBP9 inh = inhibitors of human serine hydrolase RBBP9. O75884. recombinant RBBP9, FP-Rh probe fluorescence polarization. inhibition, % at 7.94 µM. 220,000 tested, 0.2% active. AID 1515;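 active means inhibition above the campaign mean of all tested compounds plus 3 SD, cut at about 14% in these data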;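 further: plate controls were DMSO wells with RBBP9 for no effect and wells lacking RBBP9 protein for full effect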
Target sequence (O75884 whole entry, looked up): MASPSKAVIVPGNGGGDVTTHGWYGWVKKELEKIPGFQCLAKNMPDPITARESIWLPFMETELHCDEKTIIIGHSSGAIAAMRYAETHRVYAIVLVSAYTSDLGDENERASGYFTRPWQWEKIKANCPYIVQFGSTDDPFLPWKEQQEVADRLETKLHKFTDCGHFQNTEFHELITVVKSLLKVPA
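System: RBBP9 protein | Quantity: 2.5 µM RBBP9 dispensing solution, before mixing | Reagent: FP-Rh probe, 375 nM dispensing solution | Timing: Enzyme-compound preincubation 30 min, then probe labeling 45 min, 25 °C | Measured by: Fluorescence polarization | Read-out: % inhibition | Replication: One well per compound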
NPY-Y1 PAM-ag = potentiates or activates human NPY-Y1 receptor | activation, % at 3.6 µM | AID 1304 | 220,000 tested, 0.37% active | P25929 | NPY-Y1 expressing cells, potentiator/agonist activation; in the data active means activation above about 33%, passing the limit was not always enough;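 further: cells stimulated with NPY at EC10 then isoproterenol at EC100; 0% = low agonist plus stimulus and 100% = saturating agonist plus stimulus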
BaF3 parental = reduces parental Ba/F3 cell viability, JAK2V617F counter-screen; inhibition, % at 5.6 µM; 220,000 tested, 1.1% active; CellTiter-Glo ATP luminescence;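 active means inhibition above a per-campaign cutoff, the mean inhibition of all tested compounds plus 3 SD, cut at about 27% in these data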;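 further: 0% = DMSO wells and 100% = JAK Inhibitor I control wells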
Runt-CBFb FRET = blocks binding of human RUNX1 Runt domain to CBFb; Q01196+Q13951; Cerulean-Runt/Venus-CBFb FRET ratio 530/480, 1 h; inhibition, % at 20 µM; 220,000 tested, 0.46% active;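 active means inhibition over about 50% at 20 µM in the single-dose screen, limit read from the data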;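 further: 0% = DMSO wells and 100% = excess unlabeled CBFb competitor control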
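Assay system: Cerulean-Runt domain fusion protein, energy donor; Signal: fluorescence energy transfer, 422 nm excitation, 530/480 nm emission; Timing: 1 h compound exposure, room temperature; Control set: unlabeled CBFb; Medium: Tris buffer pH 7.5 with salts and BSA; Compound: single test concentration of 20 µM, 1% DMSO final; Probe or stimulus: Venus-CBFb 100 nM.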
Ba/F3 V617F tox = loss of viability in JAK2V617F-driven Ba/F3 cells. Ba/F3 EpoR-JAK2V617F viability, ATP luminescence. inhibition, % at 5.6 µM. 220,000 tested, 1.1% active. AID 1446;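 active means inhibition above the campaign mean plus 3 SD over all tested compounds, cut at about 24% in these data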;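 further: cytokine-independent growth of Ba/F3 cells driven by EpoR plus mutant JAK2; 0% = DMSO-treated cells and 100% = JAK inhibitor I control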
NPY2 pot ag = human NPY-Y2 potentiation or agonism, primary screen | P49146 | cells expressing NPY-Y2, potentiator/agonist read-out | activation, % at 3.6 µM | 220,000 tested, 0.45% active | AID 1359; in the data active means activation above about 27%;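 further: cells stimulated with NPY near EC25 plus isoproterenol at EC100; 0% = vehicle plus submaximal agonist and 100% = vehicle plus saturating agonist; some results beyond the cut were filed as inactive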
Target sequence (P49146 whole entry, looked up): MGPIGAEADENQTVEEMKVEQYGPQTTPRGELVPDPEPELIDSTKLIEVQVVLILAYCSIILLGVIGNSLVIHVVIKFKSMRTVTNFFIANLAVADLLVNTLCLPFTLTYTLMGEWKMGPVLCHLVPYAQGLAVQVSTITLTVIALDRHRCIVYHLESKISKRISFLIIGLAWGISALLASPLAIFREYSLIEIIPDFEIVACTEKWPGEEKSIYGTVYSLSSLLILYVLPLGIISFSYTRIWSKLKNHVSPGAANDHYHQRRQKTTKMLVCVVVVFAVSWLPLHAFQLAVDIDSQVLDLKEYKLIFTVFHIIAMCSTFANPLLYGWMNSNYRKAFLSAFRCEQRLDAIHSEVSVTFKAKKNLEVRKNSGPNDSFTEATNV
S1P4 antag = antagonists of human S1P4 receptor | O95977 | S1P4-expressing cells, antagonist mode, reporter read-out | inhibition, % at 4.98 µM | 220,000 tested, 0.26% active; in the data active means inhibition above about 29%;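 further: 0% = wells stimulated with agonist and 100% = vehicle wells without agonist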
Starred values were filed as active, the others as inactive; · = no result given.

SMILES	NPY-Y1 antag	S1P4 agonist	RBBP9 inh	NPY-Y1 PAM-ag	BaF3 parental	Runt-CBFb FRET	Ba/F3 V617F tox	NPY2 pot ag	S1P4 antag
CCn1c(CCC(=O)Nc2nc3c(s2)CCCC3)nc2cc(S(=O)(=O)N(C)C)ccc21	-8	-1.4	-2	-18	8	-3	4	5	-8
CC(C)(C)OC(=O)C(Cc1ccc(OC(C)(C)C)cc1)NC(=O)CNC(=O)OCc1ccccc1 (configuration not stated)	1	1.8	-9	-6	5	-9	1	-5	-13
Cc1nnc(SCC(=O)N2CC(=O)Nc3ccccc32)n1Cc1ccccc1	-5	-1.2	-1	-5	1	1	-1	8	-6
COc1ccc(NC(=O)c2cccnc2SC)cc1S(=O)(=O)N1CCCCC1	-3	0.4	-3	-7	0	1	-3	-2	-12
CCN(CC)CC(=O)Nc1ccc(C)cc1Br	3	0.9	-6	-24	3	1	0	1	-8
O=C(CCc1ccccc1)OCC(=O)c1ccc([N+](=O)[O-])cc1	6	1.2	-7	-1	4	1	1	6	-7
Cc1ccc(NC(=O)CN(c2ccccc2F)S(C)(=O)=O)cc1	1	2.5	8	15	0	-1	-4	6	6
COC(=O)CSc1cc(C)nc(NC(C)=O)n1	4	-2.2	0	7	7	1	-1	-10	-15
c1ccc(-n2nnnc2-c2cccnc2)cc1	0	-2.5	2	9	7	1	6	-15	-10
COc1cc(/C=C/C(=O)O)cc(S(=O)(=O)Nc2ccccc2Oc2ccccc2)c1OC	·	1.2	-12	16	-12	0	-1	10	-14
N#CCc1cnc2ccccc2n1	·	1.1	16*	10	-3	1	0	0	-7
CC(C)C[C@H](NC(=O)OC(C)(C)C)c1nnc(SCc2cccc(F)c2)o1	6	-0.1	-2	-18	4	-4	0	6	-7
CCNC(=O)CN(c1ccc(CC)cc1)S(C)(=O)=O	8	-0.3	-2	9	1	1	-3	0	-17
CCC(NC(=O)N(Cc1ccccc1)Cc1ccc2c(c1)OCO2)(C(F)(F)F)C(F)(F)F	2	0.0	-3	12	-1	2	-2	-12	-9
CC1(c2ccccc2)NC(=O)N(CC(=O)NC(=O)NCc2ccco2)C1=O (configuration not stated)	-3	0.2	-4	9	1	-1	1	-1	-9
COc1ccc(C(=O)NCc2nnc(SCC(=O)Nc3nnc(C)s3)o2)cc1	7	-0.2	-2	-16	3	7	-3	4	2
O=C(Nc1ccccc1)c1cccc(Cn2cc(C(F)(F)F)ccc2=O)c1	·	0.5	-5	-13	-2	-1	3	1	4
O=C(CSc1ncn[nH]1)N1CCOCC1	-4	-0.2	1	13	11	·	-2	-4	2
CCOC(=O)C1=C(C)NC2=C(C(=O)CCC2)C1c1cc(OC)ccc1OC (configuration not stated)	-2	0.0	-5	-9	9	0	1	6	1
CCN(CC)S(=O)(=O)c1cc(NC(=O)Cn2ncc(Cl)c(Cl)c2=O)ccc1C	·	-1.4	-8	44*	-3	-2	6	32	60*
c1cnc2c(OCc3nc4ccccc4[nH]3)cccc2c1	6	2.0	0	-7	2	0	-2	0	26
CC(C)NS(=O)(=O)c1ccc2c(c1)oc(=O)n2C	-2	-2.1	-5	-9	0	1	-4	-9	5
CN1CCN(C(=S)C(=O)Nc2ccc(Br)cc2)CC1	3	0.8	-4	-18	5	55*	0	6	-6
CCn1nc(C)c(C2C(C#N)=C(N)OC3=C2C(=O)CC(C)(C)C3)c1C (configuration not stated)	-2	0.7	-6	1	13	-2	6	-8	-12
COc1ccc(N2CCN(C(C)C(=O)Nc3nnc(C)s3)CC2)cc1 (configuration not stated)	-7	-1.0	-4	2	3	2	-4	-13	1

(further entries)
SMILES	NPY-Y1 antag	S1P4 agonist	RBBP9 inh	NPY-Y1 PAM-ag	BaF3 parental	Runt-CBFb FRET	Ba/F3 V617F tox	NPY2 pot ag	S1P4 antag
CC(=O)N(CCC(c1ccco1)C(C)C)Cc1ccc(OC(C)C)cc1 (configuration not stated)	·	0.9	-6	-11	1	-5	-4	-20	-1
CCn1cc(Br)c(C(=O)Nc2nccs2)n1	-1	0.0	-6	8	3	-1	-1	4	2
Cc1ccc(Nc2nc(C)cc(C)n2)c(Br)c1	2	0.4	-9	-11	-2	2	3	2	1
COc1cccc(/C=C/c2ccccn2)c1O	·	1.1	-14	11	3	0	3	-2	-10
Cc1csc(N(C(=O)Cc2ccccc2F)c2ccccc2)n1	1	2.4	-8	15	4	-1	1	6	-11
CCCc1ccc(C(=O)NNc2ccc(F)cc2)cc1	·	0.8	-4	51*	1	2	93*	46*	-2
C=CCc1ccccc1OCCCCN1CCCC1	8	-1.6	-4	-8	3	2	-3	17	6
O=C(O)/C=C\C(=O)Nc1ccc(N2CCN(c3ccc(Cl)c(Cl)c3)CC2)cc1	1	3.4	-4	10	3	9	2	3	4
CCN(CC)S(=O)(=O)c1ccc(NC(=O)CSc2ncnc3ccccc23)cc1	-2	0.7	-10	13	3	-9	-5	6	-1
CCN(CC)CCOC(=O)C1(c2ccccc2)CCOCC1	2	1.6	8	10	7	1	-2	20	-11
O=C(Nc1cccc(-n2cnnn2)c1)c1ccco1	-4	1.4	-3	-3	2	-1	-1	13	-22
Cc1cccc(-n2nc3c(c2NC(=O)c2ccco2)CS(=O)(=O)C3)c1C	-1	0.8	-6	7	-2	-2	0	-4	-20
COc1ccc(C2=NNC(c3cccs3)=Nc3ccc(OC)cc32)cc1	0	1.4	0	-9	3	0	-2	-18	-17
NC(=S)N/N=C/c1ccc(-c2cc(Cl)c(Cl)cc2Cl)o1	4	0.9	-3	-21	2	34	0	-11	5
Cc1ccc(O)c(C2=NOC(O)(C(F)(F)F)C2)c1 (configuration not stated)	11	1.8	-2	17	6	-2	3	-24	-1
COc1cccc(C(=O)c2cc3ccc(O)cc3oc2=O)c1	-2	7.2	-8	-10	8	126*	5	-10	-13
O=S(=O)(c1cccs1)N1CCN(c2ccccn2)CC1	-4	1.2	0	-5	3	0	-1	5	-11
CCN(CC)S(=O)(=O)c1ccc2oc(C(=O)Nc3ccc(OC)cc3OC)c(C)c2c1	-1	0.2	-3	-37	5	2	0	-16	7
COCCNc1ncnc2c1[nH]c1ccccc12	·	0.8	3	-7	4	1	5	-11	-13
Nn1cnnc1N/N=C/c1ccc(Cl)c([N+](=O)[O-])c1	0	2.9	-8	19	3	8	2	-3	7
CCN(CC)C(=O)CSC1=Nc2ccccc2C2=NC(Cc3c[nH]c4ccccc34)C(=O)N12 (configuration not stated)	-1	-0.8	-8	3	4	-1	-2	13	0
CN(C)C(=O)c1cnc(Sc2ncc(C(F)(F)F)cc2Cl)n1C	-4	-0.5	-3	5	3	2	-4	14	5
COc1cc(CN(C)C(C)C(=O)Nc2ccc([N+](=O)[O-])cc2Cl)ccc1OC(F)F (configuration not stated)	4	-0.5	-12	-13	6	1	-1	1	-19
CCN(CC)c1ccc(NS(=O)(=O)c2ccc(OC)cc2)cc1	0	2.7	-1	17	7	21	0	6	-3
CC(C)(C)c1ccccc1NC(=O)c1ccc2c(c1)SC1=NS(=O)(=O)CCN12	·	0.2	-7	-21	3	0	-1	-13	-4

(more compounds)
SMILES	NPY-Y1 antag	S1P4 agonist	RBBP9 inh	NPY-Y1 PAM-ag	BaF3 parental	Runt-CBFb FRET	Ba/F3 V617F tox	NPY2 pot ag	S1P4 antag
COCCNC(=O)CSc1nnc(CCCN2C(=O)c3cccc4cccc(c34)C2=O)n1-c1ccccc1	-4	6.0	0	-19	4	-3	-3	15	-25
COc1ccc(NC(=O)c2ccc(COc3ccccc3OC)o2)cc1OC	2	1.8	-2	-7	6	-1	1	-14	-9
CCn1c(O)c(C2=NCCCC2)c2ccccc21	-1	0.1	-6	13	3	0	-1	2	-5
Cc1nn(C)cc1/C=N/NC(=O)c1ccco1	·	-0.1	-8	0	4	-1	0	4	4
O=C1CC(NCCN2CCOCC2)C(=O)N1Cc1ccc(N2CCCC2=O)cc1 (configuration not stated)	-3	0.7	4	12	4	2	-1	6	-3
CCn1c(CCCNC(=O)c2cccs2)nc2ccccc21	-1	1.4	-6	16	5	-1	-2	-12	4
COCCN1Cc2cccc(C(=O)NCc3ccccn3)c2C1=O	1	-0.3	-8	-2	14	4	4	-16	-7
O=[N+]([O-])c1ccc2oc(C3CCCCC3)nc2c1	0	-0.9	-8	-8	6	0	0	-2	-9
Cc1cc(NC(=O)Cn2nnc(-c3ccccc3N)n2)no1	2	-0.2	-7	-20	8	1	2	7	-18
O=C(c1ccco1)N1CCN=C1SCc1cccnc1	-4	-2.0	-1	3	-1	-2	-3	5	3
O=[N+]([O-])c1cc(/C=N\Nc2nc(-c3ccccc3)cs2)ccc1O	-2	1.0	1	29	7	10	1	24	-16
Cn1c(=O)c2c(ncn2CC(=O)N/N=C/C=C/c2ccccc2)n(C)c1=O	-1	2.0	-5	-1	-5	0	6	-9	-24
Cc1cccc2cc(C#N)c(NCCCn3ccnc3)nc12	3	5.5	-7	-14	1	33	-2	12	-14
COc1ccc(CNC(=O)C2=CCN(S(=O)(=O)c3ccc(C)cc3)CC2)cc1	·	-0.4	-9	-2	0	2	-3	8	3
COC(CNC(=O)c1ccc2nc(-c3ccccc3)c(-c3ccccc3)nc2c1)OC	-2	-0.4	-8	0	3	-2	2	9	-7
CCOC(=O)c1c(CN2CCN(Cc3ccccc3)CC2)n(C)c2cc(Br)c(OC)cc12	4	-1.4	-7	-21	5	-2	5	-9	-14
CO/N=C(/CS(=O)(=O)c1ccc(Br)cc1)c1ccc(OC)cc1	11	0.5	1	-27	4	-2	0	10	-21
Cc1ccc(CNC(=O)C(NS(=O)(=O)c2ccc3nc(C)sc3c2)C(C)C)cc1 (configuration not stated)	3	-0.7	-9	1	6	-3	0	-16	-21
Cc1nn(-c2cc(N3CCOCC3)ccc2N)c(=O)c2ccccc12	1	-1.1	7	-3	10	0	5	-2	-4
CCN1CCN(c2cc(=O)n(C3CCCCC3)c(=O)[nH]2)CC1	0	0.1	0	1	2	1	-2	1	1
COc1cccc(C(=O)NC(=S)Nc2ccccc2N2CCCC2)c1	7	0.8	-9	-3	6	·	-3	-3	-6
Cc1cc(C)nc(SCc2ccc(F)cc2)n1	1	0.3	-8	9	4	0	-4	0	-7
CCOC(=O)c1ccc(NC(=S)N2CCSC2c2ccc(OC)cc2)cc1 (configuration not stated)	-5	0.5	-12	20	5	4	0	-1	-8
Cc1ccsc1/C=N/NC(=O)c1c[nH]c2ccccc12	0	0.6	-10	-26	1	1	1	-23	-10
CCOc1ccsc1C(=O)O	·	0.8	-8	17	-1	1	-3	10	-1

An excerpt from above in order of number of heavy atoms, high to low.
SMILES	NPY-Y1 antag	S1P4 agonist	RBBP9 inh	NPY-Y1 PAM-ag	BaF3 parental	Runt-CBFb FRET	Ba/F3 V617F tox	NPY2 pot ag	S1P4 antag
CO/N=C(/CS(=O)(=O)c1ccc(Br)cc1)c1ccc(OC)cc1	11	0.5	1	-27	4	-2	0	10	-21
O=C(c1ccco1)N1CCN=C1SCc1cccnc1	-4	-2.0	-1	3	-1	-2	-3	5	3
Cc1nn(C)cc1/C=N/NC(=O)c1ccco1	·	-0.1	-8	0	4	-1	0	4	4
